C diff growth = C. difficile growth inhibitors, primary screen, HTS; growth activity, negative = inhibition, % at 16 µg/mL (by protocol); actives 0.25% (n = 86,000); Clostridium difficile clinical isolate growth, OD600, 24 h; stronger effect = lower value;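 active means mean growth activity at or below -80% and every replicate also at or below -80%; inconclusive means mean at or below -80% but some replicate above -80%; inactive means mean growth activity above -80%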;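 further: 0% = DMSO wells and -100% = levofloxacin 16 µg/mL wells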
T cruzi growth = T. cruzi intracellular proliferation inhibitors, primary screen, cell-based, beta-gal Tulahuen parasites, NIH3T3 host, luminescence. T. cruzi beta-gal in NIH3T3, GalScreen luminescence, 90 h. inhibition, % at 8.34 µM. actives 5.9% (n = 77,000). AID 624255, 2012;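 active means mean inhibition above about 93%, with at least 55% of replicates each passing it, limit read from the data, passing the limit was not always enough; inconclusive means only one of those two conditions holds; inactive means neither condition holds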
Pf Dd2 inh = P. falciparum Dd2 growth inhibitors, primary screen, SYBR Green fluorescence, single dose replicates; 72 h; stronger effect = lower value; actives 2.3% (n = 94,000); activity change, % at 10 µM; in the data active means activity change below about -80%; inconclusive means no clear call, values can overlap the other calls
KDM4C inh = inhibitors of GASC-1 (KDM4C) histone demethylase, primary screen, biochemical, single concentration HTS. AID 720574, 2013. actives 0.15% (n = 96,000). Lysine-specific demethylase 4C (Homo sapiens), Q9H3R0. GST-KDM4C 2-372, H3K9me3 peptide, LANCE TR-FRET. inhibition, % at 12.5 µM;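 active means mean replicate inhibition above about 25%, with at least 55% of replicates also reaching it, limit read from the data, passing the limit was not always enough; inconclusive means only one of those two conditions met; inactive means neither condition met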
Target sequence (Q9H3R0 2-372 limits assumed): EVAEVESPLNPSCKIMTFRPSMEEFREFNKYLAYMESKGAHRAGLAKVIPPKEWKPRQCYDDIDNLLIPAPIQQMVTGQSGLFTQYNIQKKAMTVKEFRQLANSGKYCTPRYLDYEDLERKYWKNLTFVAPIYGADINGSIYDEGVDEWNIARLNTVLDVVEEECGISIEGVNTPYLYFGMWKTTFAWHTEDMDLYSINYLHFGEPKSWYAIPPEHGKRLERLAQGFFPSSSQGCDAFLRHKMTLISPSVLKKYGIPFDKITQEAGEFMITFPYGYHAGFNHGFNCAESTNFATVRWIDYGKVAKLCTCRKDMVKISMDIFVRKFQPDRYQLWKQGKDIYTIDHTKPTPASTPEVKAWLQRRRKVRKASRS
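material = GST-tagged GASC-1 (JMJD2C) catalytic fragment, aa 2-372 | amount = enzyme final amount 10 nM | medium = HEPES buffer, pH 7.5, plus ascorbate | also added = H3K9me3 peptide substrate, Fe(II), 2-oxoglutarate | dosing = single dose | times = 30 min demethylation and 1 h detection at room temperature | detection = LANCE TR-FRET | read-out basis = Fall in 671/618 emission ratio as inhibition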
An asterisk follows results filed as active; ? = inconclusive; . = no result given; & = joins results of further samples; ! = not active in a repeat.

canonical_smiles	C diff growth	KDM4C inh	T cruzi growth	Pf Dd2 inh
C[C@H](CO)N1C[C@H](C)[C@H](CN(C)C(=O)Nc2ccc(F)cc2)Oc2c(NC(=O)Nc3ccccc3)cccc2C1=O	12	-5.0	24	1
CC(=O)N(C)C[C@H]1Oc2cc(-c3cccc(F)c3)ccc2S(=O)(=O)N([C@H](C)CO)C[C@@H]1C	-1	6.2	35	23
C[C@@H]1CN([C@@H](C)CO)C(=O)c2cccc(NC(=O)c3ccc(-c4nccs4)cc3)c2O[C@H]1CN(C)S(=O)(=O)c1ccc(F)cc1	-2	0.3	-138	-39
C[C@@H]1CN([C@@H](C)CO)C(=O)Cc2cc(NC(=O)Nc3ccc(C(F)(F)F)cc3)ccc2O[C@H]1CN(C)Cc1ccc(C(F)(F)F)cc1	5	-0.8	15	-67
C[C@@H]1CN([C@H](C)CO)C(=O)Cc2cc(NC(=O)NC3CCCCC3)ccc2O[C@@H]1CN(C)S(=O)(=O)c1ccc(F)cc1	15	0.9	-63	-8
C/C=C/c1ccc([C@H]2[C@H]3CN(C(=O)Cc4cccnc4)CC(=O)N3[C@H]2CO)cc1	-5	0.0	.	8
C[C@H](NC(=O)C[C@H]1C=C[C@H](NC(=O)c2cccnc2)[C@@H](CO)O1)c1ccccc1	2	2.7	5	11
CNC(=O)C[C@H]1CC[C@@H]2[C@H](COC[C@@H](O)CN2C(=O)Nc2ccc3c(c2)OCO3)O1	6&-2	3.9	.	13
COc1ccc(S(=O)(=O)N[C@H]2C=C[C@@H](CC(=O)O)O[C@@H]2CO)cc1	-4	-0.4	9	-5
C[C@H]1CN([C@@H](C)CO)C(=O)Cc2cc(NS(=O)(=O)c3cn(C)cn3)ccc2O[C@@H]1CN(C)Cc1ccc2c(c1)OCO2	9	1.1	-26	9
O=C(c1cccc(F)c1)N1CC[C@@H]2[C@@H](CO)Nc3ccc(C#Cc4ccc(F)cc4)cc3[C@@H]21	53	.	83	-7
Cc1ccc(S(=O)(=O)NCC[C@H]2CC[C@H](NC(=O)CC3CC3)[C@@H](CO)O2)cc1	.	-0.2	31	9
C[C@@H]1CN([C@H](C)CO)C(=O)CCCn2cc(nn2)CO[C@@H]1CN(C)C(=O)NC1CCCCC1	-1	1.5	22	9
Cc1ccc(S(=O)(=O)Nc2ccc3c(c2)C(=O)N([C@@H](C)CO)C[C@H](C)[C@@H](CN(C)S(=O)(=O)c2ccc(C)cc2)OCCCC[C@H](C)O3)cc1	.	-0.7	106*	-76
COc1ccc(NC(=O)Nc2cccc3c2O[C@H](CN(C)CC2CCCCC2)[C@H](C)CN([C@@H](C)CO)C3=O)cc1	14	1.3	-36	-54
N#Cc1ccc(-c2ccc(C3[C@@H]4CN(Cc5ccccc5F)C[C@H]3N4)cc2)cc1 (stereo partly specified)	44&40	14&-0.9	.	-89*!
COCC(=O)Nc1ccc2c(c1)C(=O)N(C)[C@H]1CC[C@H](CC(=O)NCc3ccccc3Cl)O[C@H]1CO2	2	-1.3	14	-3
COc1ccc(CN(C)C[C@H]2OCCCC[C@H](C)Oc3ccc(NC(=O)Nc4cccc5ccccc45)cc3C(=O)N([C@H](C)CO)C[C@@H]2C)cc1	-16	-0.6	114	-44
Cc1noc(C)c1NC(=O)Nc1ccc2c(c1)CC(=O)N([C@H](C)CO)C[C@H](C)[C@@H](CN(C)S(=O)(=O)c1ccccc1)O2	12	-0.5	33	-14
C[C@H](CO)N1C[C@H](C)[C@@H](CN(C)S(=O)(=O)c2ccccc2)Oc2ccc(NS(=O)(=O)c3ccc(Cl)cc3)cc2C1=O	-14	-3.4	6	-43
C[C@@H]1CN([C@@H](C)CO)C(=O)c2cc(NC(=O)Cc3ccccc3)ccc2O[C@@H](C)CCCCO[C@H]1CN(C)Cc1ccncc1	1	0.3	70	-26
C[C@@H](O)C#Cc1ccc([C@@H]2[C@H]3CN(C(=O)c4cccc(F)c4)CCCCN3[C@H]2CO)cc1	-7	0.3	36	20
O=C(NC1CCCC1)[C@H]1[C@H](CO)[C@H]2Cn3c(cccc3=O)[C@@H]1N2CC1CCCC1	3	-0.1	-9	10
C[C@@H]1CN([C@H](C)CO)C(=O)c2cc(C#CC3CCCCC3)cnc2O[C@H]1CN(C)C(=O)NC1CCCC1	-8	11	90	-69
COc1ccc2c3c([nH]c2c1)[C@H](CO)N(Cc1ccccc1F)CC31CCN(C(=O)C2CCOCC2)CC1	6	1.1	.	-72
CCC(=O)NC[C@@H]1[C@H](c2ccc(C3=CCCC3)cc2)[C@@H](CO)N1C(=O)C1CC1	-2	-2.6	10	8
C[C@H](CO)N1C[C@H](C)[C@H](CN(C)CC2CC2)Oc2c(NC(=O)C3CCOCC3)cccc2C1=O	4	-0.1	-11	16
C[C@H](NC(=O)C[C@@H]1CC[C@@H]2[C@H](COC[C@@H](O)CN2C(=O)Nc2cccc(F)c2)O1)c1ccccc1	2	0.5	29	-12
C[C@@H]1CN([C@H](C)CO)C(=O)c2cc(C#Cc3cccnc3)cnc2O[C@H]1CN(C)Cc1ccccc1	.	-1.5	-20	-54
O=C(Cc1ccccc1)N1CC[C@@H]2[C@@H](CO)Nc3ccc(-c4ccccc4)cc3[C@@H]21	60	-1.7	89	15
O=C(C[C@H]1CC[C@H](NS(=O)(=O)c2ccc(F)cc2)[C@@H](CO)O1)NCc1ccc(Cl)c(Cl)c1	.	0.4	-40	-2
C[C@H](CO)N1C[C@H](C)[C@@H](CN(C)C(=O)c2cccnc2)Oc2cc(C#CC3CC3)ccc2S1(=O)=O	8	16	21	-25
CCCNC(=O)N1CC2(CCN(C(=O)C3CCC3)CC2)c2c([nH]c3cc(OC)ccc23)[C@@H]1CO	-5	-1.8	.	-13
COc1ccc2c3c(n(C)c2c1)[C@@H](CO)N(C(=O)C1CC1)CC31CN(Cc2ccccc2OC)C1	-14	-0.8	.	-61
CNC[C@@H]1Oc2ncc(-c3ccc(F)cc3)cc2C(=O)N([C@H](C)CO)C[C@@H]1C	7	1.0	76	17
C[C@@H]1CN([C@@H](C)CO)S(=O)(=O)c2ccc(-c3cccc(C(=O)N(C)C)c3)cc2O[C@@H]1CN(C)C(=O)Nc1ccc(F)cc1	-8	0.7	14	-6
Cc1ccc(S(=O)(=O)Nc2ccc3c(c2)CC(=O)N([C@@H](C)CO)C[C@@H](C)[C@@H](CN(C)Cc2ccncc2)O3)cc1	-3	1.8	58	13
COc1ccc(NC(=O)N(C)C[C@H]2Oc3ccc(NS(=O)(=O)c4ccc(C)cc4)cc3CC(=O)N([C@H](C)CO)C[C@@H]2C)cc1	.	8.7	18	19
O=C(C[C@H]1CC[C@H](NC(=O)c2ccc(F)cc2)[C@@H](CO)O1)NCCc1ccncc1	-4	-1.2	48	3
C[C@@H]1CCCCO[C@@H](CN(C)C(=O)Nc2ccc(C(F)(F)F)cc2)[C@@H](C)CN([C@H](C)CO)C(=O)c2cc(NC(=O)c3ccccc3)ccc2O1	-1	-1.3	71	-73
C[C@@H]1CN([C@H](C)CO)C(=O)c2cc(NS(=O)(=O)c3cn(C)cn3)ccc2O[C@@H](C)CCCCO[C@@H]1CN(C)C(=O)NC1CCCCC1	-8	-1.3	67	22
COCC#Cc1ccc2c(c1)O[C@@H](CN(C)C(=O)c1ccccc1F)[C@@H](C)CN([C@@H](C)CO)S2(=O)=O	0	-0.8	71	-41
C[C@@H]1CCCCO[C@@H](CN(C)Cc2ccccc2)[C@@H](C)CN([C@H](C)CO)C(=O)c2cc(NC(=O)Nc3ccc(C(F)(F)F)cc3)ccc2O1	19	-0.4	?	32
C[C@@H]1CN([C@H](C)CO)S(=O)(=O)c2ccc(Br)cc2O[C@H]1CN(C)C(=O)Nc1ccc(F)cc1	2	0.2	12	14
COCC(=O)N1[C@@H]2c3ccc(C4=CCCCC4)c(=O)n3C[C@@H]2[C@@H](CO)[C@@H]1C(=O)N1CCCCC1	-3	3.1	17	2
Cc1cccc(S(=O)(=O)N(C)C[C@@H]2OCc3cnnn3CCCC(=O)N([C@@H](C)CO)C[C@@H]2C)c1	4	-0.3	21&-24	-7&-29
C[C@@H]1CN([C@@H](C)CO)C(=O)c2cc(NC(=O)Nc3cccc4ccccc34)ccc2O[C@@H](C)CCCCO[C@H]1CN(C)C(=O)Nc1ccccc1	.	0.0	-11	-10
COc1ccccc1CN1C[C@@H](C)[C@@H](OC)CN(C)C(=O)c2cc(NC(C)=O)ccc2OC[C@H]1C	.	0.2	48	-7
C[C@H](CO)N1C[C@H](C)[C@@H](CN(C)S(=O)(=O)c2ccc(Cl)cc2)Oc2ccc(NC(=O)CCC(F)(F)F)cc2C1=O	2	-3.5	4	-47
COc1ccc(S(=O)(=O)Nc2ccc3c(c2)C(=O)N([C@H](C)CO)C[C@H](C)[C@@H](CN(C)C(=O)Nc2ccc(F)cc2)OCCCC[C@H](C)O3)cc1	1	.	55	-21
Cc1ccc(S(=O)(=O)Nc2ccc3c(c2)C(=O)N([C@H](C)CO)C[C@@H](C)[C@H](CN(C)Cc2ccc(C(=O)O)cc2)O3)cc1	11	0.1	-6	27
O=C(N[C@H]1CC[C@H](CCNS(=O)(=O)c2ccccc2)O[C@@H]1CO)c1cnccn1	-1	1.1	-26	31
C[C@@H]1CN([C@H](C)CO)C(=O)c2cccc(NC(=O)NC3CCCCC3)c2O[C@H]1CN(C)CC1CCCCC1	1	-1.7	26	-21
COc1ccc(CNC(=O)c2cc3c(c(-c4cccc(-c5ccc(C#N)cc5)c4)n2)[C@@H](CCO)N([S@](=O)C(C)(C)C)C3)cc1	.	-2.2	98*	-53
Cc1ccc(S(=O)(=O)N[C@H]2CC[C@H](CCn3cc(C4CCCCC4)nn3)O[C@H]2CO)cc1	-5	-1.3	28	-19
CC(C)NC(=O)N(C)C[C@H]1OCCCC[C@@H](C)Oc2ccc(NC(=O)NC3CCCCC3)cc2C(=O)N([C@H](C)CO)C[C@@H]1C	-5	-1.0	7	-3
C[C@@H]1CN([C@H](C)CO)C(=O)c2cc(C3=CCCCC3)cnc2O[C@@H]1CN(C)Cc1ccc(C(=O)O)cc1	-1	1.7	.	30
C[C@H](CO)N1C[C@H](C)[C@H](CN(C)C(=O)Nc2ccc3c(c2)OCO3)Oc2ncc(C#Cc3ccc(F)cc3)cc2C1=O	11	0.5	86	-53
C[C@H](CO)N1C[C@H](C)[C@@H](CN(C)C)Oc2cc(C#Cc3ccccc3)ccc2S1(=O)=O	10	1.1	72	-11
COc1cccc(NC(=O)N2C[C@H](O)COC[C@@H]3O[C@@H](CC(=O)NCCCN4CCOCC4)CC[C@H]32)c1	2&-2	0.1	.	21
C[C@@H]1CN([C@H](C)CO)S(=O)(=O)c2ccc(C#C[C@@H](C)O)cc2O[C@H]1CN(C)C(=O)CC1CC1	-3	.	-5	.

Four records drawn at random from the list so far, as already listed:
canonical_smiles	C diff growth	KDM4C inh	T cruzi growth	Pf Dd2 inh
O=C(N[C@H]1CC[C@H](CCNS(=O)(=O)c2ccccc2)O[C@@H]1CO)c1cnccn1	-1	1.1	-26	31
COc1ccc(CNC(=O)c2cc3c(c(-c4cccc(-c5ccc(C#N)cc5)c4)n2)[C@@H](CCO)N([S@](=O)C(C)(C)C)C3)cc1	.	-2.2	98*	-53
C[C@@H]1CN([C@H](C)CO)C(=O)c2cc(C3=CCCCC3)cnc2O[C@@H]1CN(C)Cc1ccc(C(=O)O)cc1	-1	1.7	.	30
Cc1ccc(S(=O)(=O)Nc2ccc3c(c2)C(=O)N([C@H](C)CO)C[C@@H](C)[C@H](CN(C)Cc2ccc(C(=O)O)cc2)O3)cc1	11	0.1	-6	27

Compound activity: PubChem, Broad Institute
